S100A4 inh HTS: inhibitors of human S100A4 binding to myosin IIA peptide | P26447 | S100A4/TAMRA-MyoIIA peptide fluorescence polarization | inhibition, % at 10.7 µM | 360,000 tested, 0.14% active | AID 652163;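 active means mean inhibition of at least 70% across replicates, with every replicate also reaching that level; inconclusive means mean inhibition reaches 70% but some replicates fall short; inactive means mean inhibition below 70%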
Target sequence (P26447 whole entry, looked up): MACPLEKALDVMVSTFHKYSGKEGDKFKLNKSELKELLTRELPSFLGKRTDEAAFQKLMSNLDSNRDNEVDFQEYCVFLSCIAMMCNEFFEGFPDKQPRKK
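Material: S100A4 monomer protein / Buffer or medium: 50 mM HEPES pH 7.2, 10 mM CaCl2, 100 mM KCl / Times: 5 min incubation before reading / Benchmarks: neutral control DMSO, positive control TFP / Reagent: labelled myosin peptide probe, 5 nM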
RAD52 inh: blocks human RAD52 DNA annealing | recombinant RAD52 DNA annealing, FRET fluorescence | P43351 | inhibition, % at 18.7 µM | 360,000 tested, 0.46% active;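 active means every replicate showing at least 50% inhibition; inconclusive means mean inhibition at least 50% but not in every replicate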
EWS-Fli block: EWS/Fli transcriptional activity inhibition; A673 NR0B1-luciferase reporter, viability-normalised; inhibition, % at 12.6 µM; 350,000 tested, 0.67% active;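 active means mean inhibition of at least 50% after viability correction, with every replicate also passing that limit; inconclusive means mean reaches 50% but only one of two replicates passes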;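 further: firefly luciferase signal divided by Alamar Blue viability fluorescence both relative to DMSO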
esBAF inh: SWI/SNF esBAF complex inhibition | mouse ES cells, Bmi1-luciferase knock-in reporter, 24 h; 100% = twice the neutral-well signal | reporter increase, % at 12.5 µM | 350,000 tested, 2% active | AID 602393; in the data active means activation above about 40%; inconclusive means no clear call, values can overlap the other calls;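 further: 0% = median of the plate's neutral control wells and 100% = double that signal; a rise in the Bmi1 reporter signal indicates esBAF inhibition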
FN deposition inh: fibronectin deposition inhibition | AH1F fibroblasts, Alexa488-fibronectin deposition fluorescence, overnight | inhibition, % at 12.6 µM | 350,000 tested, 0.086% active | AID 743247;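 active means mean inhibition across replicates of 30% or more, regardless of how many single replicates reach that level; inconclusive means mean under 30% yet at least half of replicates reach 30%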;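 further: positive control wells lacked labelled fibronectin entirely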
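Schedule: 1 h cell adhesion before compound, then overnight fibronectin incubation; test system: AH1F fibroblast monolayer depositing Alexa488-labelled fibronectin into matrix; quantity: 10000 AH1F cells per well; probe or stimulus: fluorescent fibronectin at 24 nM final; signal: fluorescence, ex 485 nm, em 525 nm; evaluation: percent inhibition as loss of matrix-bound fibronectin fluorescence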
XiGFP reactiv: reactivates the inactive X chromosome in mouse fibroblasts; XiGFP mouse fibroblasts, % GFP-positive cells imaging, 3 d; cells co-treated with 5-aza-dC sensitizer; scaled so ellipticine positive control = 100%; activation, % at 7.58 µM; 360,000 tested, 0.055% active;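 active means mean normalized replicate activation at least 10% and every replicate at or above 10%; inconclusive means only one of the two criteria met; inactive means mean below 10% and not all replicates reach 10%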;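 further: 0% = median of on-plate neutral control wells and 100% = ellipticine 6 µM median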
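Material: SV40-immortalized XiGFP fibroblast cells, line 68-5-11 | Buffer or medium: DMEM containing 5-aza-dC | Dosing: One concentration, pinned | Times: 3 d treatment, 15 min room-temperature fixation | Controls: Ellipticine 6 µM positive control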
E-selectin induc: E-selectin induction on HUVECs | activation, % at 7.58 µM | P16581 | 260,000 tested, 0.37% active | AID 686992 | HUVEC E-selectin immunofluorescence imaging; normalized: neutral wells 0, TNF-alpha wells 100;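 active means mean E-selectin-positive cell signal at least 10% of the positive control, reached in at least 60% of replicates, without over 20% cell loss; inconclusive means no rule given, readout overlaps actives, possibly toxicity-flagged; inactive means the rest, including those meeting only one limit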;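 further: in these data hits start at about 27%; measured in HUVEC primary endothelial cells; signal is the percent of cells scored E-selectin positive by PE staining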
Target sequence (P16581 whole entry, looked up): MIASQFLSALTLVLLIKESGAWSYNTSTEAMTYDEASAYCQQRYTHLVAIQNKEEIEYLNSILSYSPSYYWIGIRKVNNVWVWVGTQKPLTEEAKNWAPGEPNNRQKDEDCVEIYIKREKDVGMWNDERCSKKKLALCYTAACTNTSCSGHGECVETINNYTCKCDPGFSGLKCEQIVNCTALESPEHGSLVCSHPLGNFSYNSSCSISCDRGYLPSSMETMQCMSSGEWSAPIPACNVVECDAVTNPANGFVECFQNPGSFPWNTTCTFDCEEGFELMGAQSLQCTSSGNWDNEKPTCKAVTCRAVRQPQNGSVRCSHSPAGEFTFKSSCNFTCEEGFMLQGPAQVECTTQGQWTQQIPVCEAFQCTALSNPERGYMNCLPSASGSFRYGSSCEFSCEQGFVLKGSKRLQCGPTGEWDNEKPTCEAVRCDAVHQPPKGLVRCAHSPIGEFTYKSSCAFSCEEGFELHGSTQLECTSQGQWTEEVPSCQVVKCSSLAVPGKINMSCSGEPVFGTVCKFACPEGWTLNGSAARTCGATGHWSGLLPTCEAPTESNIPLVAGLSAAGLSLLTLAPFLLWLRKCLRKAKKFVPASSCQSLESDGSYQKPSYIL
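Test system: HUVEC | Signal: Immunofluorescence imaging | Read-out: Percent E-selectin-positive cells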
RAD54 branch: RAD54 (human) branch migration inhibition; 360,000 tested, 0.14% active; AID 602329; inhibition, % at 10.4 µM; RAD54 Holliday junction branch migration, FAM/BHQ fluorescence; Q92698;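 active means mean normalized replicate activity at least 40 and at least half of replicates scoring 40 or more; inconclusive means only one of the two criteria met; inactive means mean below 40 and under half of replicates reaching 40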;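 further: 0% = median of neutral control wells and 100% = median of positive control wells; inhibitors cause a drop in the FAM fluorescence signal; in these data hits start at about 50%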
* hit, by the source's call; u = inconclusive; x = not tested or not shown.

Second line of a record: S100A4 inh HTS | RAD52 inh | EWS-Fli block | esBAF inh | FN deposition inh | XiGFP reactiv | E-selectin induc | RAD54 branch
- COC(=O)C(=Cc1ccccc1[N+](=O)[O-])C(=O)OC
  -7.3 | -14.2 | -0.1 | 3.7 | 4.8 | 0.1 | 0.1 | 1.2
- COc1ccc(C2=NOC(C3(S(=O)(=O)c4ccccc4)CC(O)C3)C2)cc1 (configuration not stated)
  -4.9 | -7.8 | -25.9 | 2.4 | 6.3 | -0.1 | -0.1 | -3.0
- Cc1cc(NC(=O)c2ccc3sc([C@@H]4O[C@H](CO)[C@H](O)[C@H](O)[C@H]4O)nc3c2)no1
  -6.5 | -14.0 | -9.3 | -0.7 | -3.9 | 0.0 | -0.1 | -6.2
- CCCCn1c(=O)c(CC(C)=O)nc2ccccc21
  1.4 | -45.4 | 11.7 | 4.2 | -3.2 | 0.1 | x | -15.7
- O=C1N[C@H](Cc2ccccc2)COCc2cn(nn2)CC[C@@H]1Cc1ccccc1
  5.7 | 2.9 | 1.4 | x | -9.6 | u | -0.2 | x
- CN(CC(=O)Nc1ccc(F)cc1)C(=O)CN1C(=O)NC2(CCCc3ccccc32)C1=O (configuration not stated)
  0.1 | 4.1 | -2.3 | -0.7 | -1.6 | 0.1 | 4.4 | -16.7
- Cc1cc(Nc2cc(Cl)cc(Cl)c2)nc(N)n1
  -1.2 | 24.7 | 1.8 | x | -9.5 | 0.9 | x | x
- C=CCOc1c(OC)cc(/C=N/Nc2cccc(C(=O)O)c2)c(Br)c1Br
  8.3 | -10.4 | -28.8 | x | 0.0 | 1.1 | x | -0.9
- COc1ccccc1/C=C/C=N/n1c(-c2cc(C)[nH]n2)n[nH]c1=S
  -9.3 | -23.5 | -9.1 | -0.1 | -0.2 | 0.1 | x | 8.4
- COc1cccc(CN2CCN(C(=O)c3oc4c(F)cccc4c3C)CC2=O)c1
  2.1 | -10.0 | 8.9 | -1.9 | 7.2 | 0.0 | x | -7.4
- Cc1c(C(=O)N2CCOCC2)c(S(=O)(=O)N2CCN(c3ccc(Cl)cc3)CC2)c(C)n1C
  5.0 | -13.4 | -1.6 | -2.8 | 12.0 | 0.2 | x | -3.0
- CC(=O)c1ccc(NC(=S)N2CCN(CCO)CC2)cc1
  -2.7 | -20.2 | 1.2 | -0.5 | 1.7 | 0.0 | 0.1 | 1.5
- COc1ccc(NC(=O)N[C@H]2CC[C@@H](CCn3cc(-c4ccc(OC)cc4)nn3)O[C@@H]2CO)cc1
  -1.6 | -1.5 | 2.2 | 2.4 | -13.8 | -1.2 | 0.0 | -1.7
- C[C@H]1CN([C@@H](C)CO)C(=O)c2cccc(NC(=O)C3CCCCC3)c2O[C@@H]1CN(C)Cc1ccc(C(=O)Nc2ccccc2N)cc1
  5.3 | 11.2 | 20.5 | -1.5 | -8.4 | -0.3 | 0.2 | -5.3
- CCCCN(C(=O)c1cccc(S(=O)(=O)N2CC(C)OC(C)C2)c1)c1c(N)n(CC(C)C)c(=O)[nH]c1=O (configuration not stated)
  0.5 | -8.9 | 1.6 | x | -2.9 | 0.1 | -2.8 | 7.6
- COc1ccc(C(CNC(=O)CNC(=O)c2cccc(F)c2)N2CCOCC2)cc1 (configuration not stated)
  -0.2 | -6.7 | 5.5 | 2.8 | 10.3 | 0.0 | 0.0 | -12.7
- O=C(NN=Cc1ccccc1O)C1CC1
  0.2 | -8.5 | 1.0 | 5.9 | 4.0 | 0.3 | 0.0 | -5.8
- COc1ccccc1NS(=O)(=O)c1cc(NC(=O)c2cccs2)ccc1N1CCCC1
  1.1 | -1.6 | 17.0 | x | -8.4 | 0.0 | -0.1 | x
- COc1ccc(NC(=O)Cn2c(=O)sc3ccccc32)c(OC)c1
  15.7 | -9.7 | -13.0 | 5.4 | -10.6 | 0.2 | 0.1 | -3.1
- COC(=O)c1c(C)[nH]c(C(=O)COC(=O)CCc2ccc(OC)c(OC)c2)c1C
  4.1 | -12.1 | -2.2 | -2.9 | -9.3 | 0.0 | -0.8 | -9.7
- O=C(NCCNCc1ccccn1)c1ccco1
  -4.0 | -2.5 | 6.8 | x | 2.1 | 0.2 | x | x
- Cc1nn(CC(=O)N2CCCCCC2)c(=O)c2cc3occc3n12
  -7.1 | -15.1 | x | -2.7 | -1.1 | 0.1 | 12.7 | 0.0
- O=C(Nc1cccc(S(=O)(=O)Nc2ccc(Cl)cc2)c1)c1ccc[n+]([O-])c1
  -0.4 | -47.5 | 12.5 | -8.8 | 1.6 | x | -0.5 | x
- Cc1c(C(=O)N(C)Cc2ccc(OC(F)F)cc2)oc2ccccc12
  0.0 | -1.9 | -1.2 | 3.8 | -3.7 | -0.1 | x | -4.0
- COc1ccc(S(=O)(=O)Nc2ccc3c(c2)C(=O)N([C@@H](C)CO)C[C@H](C)[C@@H](CN(C)Cc2ccncc2)OCCCC[C@@H](C)O3)cc1
  -2.4 | 16.8 | 1.9 | 5.1 | x | -0.5 | 0.0 | -3.0
- CCC(C)[C@H](NC(=O)NCCC1=CCCCC1)C(=O)O (some centres not stated)
  4.2 | -9.7 | 4.5 | x | 8.0 | 2.2 | 0.2 | x
- Cc1ccc(C)c(NC(=O)CSc2nnc(-c3cc(C)[nH]n3)n2N)c1
  0.6 | -3.3 | x | -4.8 | -1.5 | 0.2 | -0.7 | 8.1
- CCOC(=O)c1[nH]cnc1C(=O)Nc1ccccc1
  -1.8 | -13.7 | 1.9 | x | -25.4 | -0.1 | x | x
- CCCCN(C(=O)CC1CCCCC1)c1c(N)n(CCCC)c(=O)[nH]c1=O
  -7.1 | -39.7 | 3.5 | 0.8 | -3.1 | 0.1 | 0.3 | -21.5
- CCNC(=O)NC(=O)C(C)OC(=O)c1ccc(SC)cc1OC (configuration not stated)
  0.0 | -6.7 | -29.7 | x | 3.9 | -0.2 | x | x
- Cc1cc(N)n2nc(C)c(-c3ccc(Cl)cc3)c2n1
  -0.6 | 6.9 | -11.0 | x | 15.4 | 0.0 | 5.0 | x
- Cn1c(=O)c2c(-c3ccccc3)n(-c3ccccc3Br)cc2n(C)c1=O
  -1.3 | -10.1 | 28.4 | 1.7 | 9.4 | 0.0 | 0.0 | 0.3
- COc1ccc(S(=O)(=O)N/N=C(/C)c2ccc(C)o2)cc1
  2.2 | -15.8 | -5.6 | x | -4.4 | 0.2 | 22.3 | x
- C#CCNc1ccc(C(=O)OCC)cc1
  -3.7 | -9.0 | -46.2 | 24.9 | -3.1 | 0.0 | 0.1 | 15.7
- Cc1ccccc1Nc1nc(N)nc(CN(C)Cc2ccccc2Cl)n1
  -3.6 | -35.1 | -16.1 | x | -2.1 | 0.3 | x | 6.7
- CC1C/C(=C/c2cccs2)C(=O)/C(=C/c2cccs2)C1 (configuration not stated)
  6.5 | -76.1 | 0.9 | x | 0.8 | 0.1 | x | x
- CC(C)CC#Cc1ccc2c(c1)O[C@@H](CN(C)C(=O)Cc1ccncc1)[C@@H](C)CN([C@@H](C)CO)S2(=O)=O
  -7.9 | 6.6 | 14.3 | 7.4 | x | -0.1 | 0.5 | -8.0
- CCOC(=O)c1sc(=S)n(C)c1NC(=O)c1ccc(OC)cc1
  3.5 | -13.0 | -17.6 | -8.1 | 3.1 | -0.1 | x | 1.9
- O=C(CSc1n[nH]c(-c2ccncc2)n1)c1cccc([N+](=O)[O-])c1
  2.7 | 7.7 | 27.2 | x | 3.7 | 0.0 | x | 3.0
- O=C(NCCc1ccc(Cl)cc1)C1CCCN1C(=O)NCc1ccccc1 (configuration not stated)
  -3.5 | -10.2 | 7.5 | -2.0 | -0.8 | 0.1 | 0.1 | 1.2
- C[C@@H]1CN([C@@H](C)CO)C(=O)c2cc(C3=CCCCC3)cnc2O[C@H]1CN(C)C(=O)CN1CCOCC1
  -7.1 | 11.1 | -8.8 | -1.3 | x | 0.5 | 0.3 | 5.2
- COc1ccc(C(CNC(=O)C2CC(=O)N(Cc3ccccc3)C2)N2CCOCC2)cc1 (configuration not stated)
  -4.7 | -17.2 | 1.2 | -4.4 | 4.0 | 0.6 | 0.2 | 2.7
- COc1ccc(-c2cc(C)no2)cc1S(=O)(=O)Nc1cccc(C)c1
  7.7 | -1.6 | -11.5 | -7.1 | 9.2 | 0.0 | x | 3.1
- COc1ccc(-c2ccc([C@H]3[C@@H](CO)N(C(=O)C4CCOCC4)[C@H]3C#N)cc2)cc1
  3.8 | -8.3 | -13.2 | -0.2 | 4.2 | -0.2 | 0.4 | 3.3
- Cc1noc(C)c1NC(=O)Nc1ccc2c(c1)C(=O)N([C@@H](C)CO)C[C@@H](C)[C@H](CN(C)C(=O)Nc1ccc(C(F)(F)F)cc1)OCCCC[C@H](C)O2
  -31.5 | 3.8 | 7.9 | 8.6 | 10.8 | 0.4 | -0.2 | -15.1
- CCCC#Cc1ccc2c(c1)O[C@@H](CN(C)C(=O)CC)[C@H](C)CN([C@@H](C)CO)S2(=O)=O
  -6.9 | -14.2 | 11.6 | -4.2 | x | -0.4 | 0.5 | -1.0
- Cc1nonc1OCCNCCNc1ccc([N+](=O)[O-])cc1Cl
  -3.9 | -71.9 | 15.1 | x | 5.0 | 0.0 | x | x
- CC(C)(C)OC(=O)C[C@@H]1C/C=C\C[C@H](CC(=O)N(CCO)Cc2ccccc2)C(=O)NC[C@@H](c2ccccc2)OC1=O
  -6.5 | -11.1 | -9.2 | 9.2 | -5.6 | -0.4 | 1.0 | 0.0
- CCOC(=O)C1(C(=O)OCC)C(C)CC(=O)N1c1ccccc1OC (configuration not stated)
  2.0 | -12.1 | 1.0 | x | x | 0.0 | -0.4 | x
- O=C(O)c1ccc(N2CCN(c3ccc(Cl)cc3)CC2)c([N+](=O)[O-])c1
  -0.9 | 4.4 | -3.0 | -5.0 | -2.0 | 0.1 | x | -2.0
- COc1ccc(C2C3CCCCC3(O)CCN2C(=O)c2cccs2)cc1 (configuration not stated)
  -9.2 | x | x | -0.8 | 0.4 | 0.1 | x | -9.7
- COc1ccccc1CNS(=O)(=O)CCNC1CCCCC1
  -0.7 | 0.8 | 1.0 | -6.3 | -1.0 | 0.0 | 0.0 | -2.9

Laid out differently: results already given.
> O=C(O)c1ccc(N2CCN(c3ccc(Cl)cc3)CC2)c([N+](=O)[O-])c1
  S100A4 inh HTS = -0.9
  RAD52 inh = 4.4
  EWS-Fli block = -3.0
  esBAF inh = -5.0
  FN deposition inh = -2.0
  XiGFP reactiv = 0.1
  E-selectin induc = x
  RAD54 branch = -2.0
> COc1ccc(C2C3CCCCC3(O)CCN2C(=O)c2cccs2)cc1 (configuration not stated)
  S100A4 inh HTS = -9.2
  RAD52 inh = x
  EWS-Fli block = x
  esBAF inh = -0.8
  FN deposition inh = 0.4
  XiGFP reactiv = 0.1
  E-selectin induc = x
  RAD54 branch = -9.7
